Screening results from PubChem BioAssay.
Dicer inh – blocks human Dicer maturation of pre-miR-21 | Q9UPY3 | cat-ELCCA pre-miR-21 Dicer processing, chemiluminescence; active compounds read high | hit rate 6% among 47,000 | z-score at 25 µM; in the data active = z-score above about 3, passing the limit was not always enough;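 also: plate controls were vehicle for no effect and no enzyme for full effect; higher signal means more uncleaved substrate so more Dicer inhibition; strong numbers were not always called active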
* = called active by the depositor. A portion of the library, so the mix of outcomes need not match the whole.

Start of the listing, in advance:
#	structure	Dicer inh
1	COc1ccccc1N1C(=O)CC(Nc2ccccc2)C1=O (configuration not stated)	-0.39
2	OC1CCSc2ccc(Cl)cc21 (configuration not stated)	-0.31
3	CC1(C)C2CCC1(C)C(NC(=O)c1cccc(C(F)(F)F)c1)C2 (configuration not stated)	0.06
4	COc1cccc(N2CC(=O)N(N)CC2=O)c1	3.8*

Results, repeating the preview:
#	structure	Dicer inh
1	COc1ccccc1N1C(=O)CC(Nc2ccccc2)C1=O (configuration not stated)	-0.39
2	OC1CCSc2ccc(Cl)cc21 (configuration not stated)	-0.31
3	CC1(C)C2CCC1(C)C(NC(=O)c1cccc(C(F)(F)F)c1)C2 (configuration not stated)	0.06
4	COc1cccc(N2CC(=O)N(N)CC2=O)c1	3.8*
5	c1cnc2nc(CSC3=NCCS3)cn2c1	0.28
6	OC1(C(F)(F)F)CC(c2ccc3ccccc3c2)=NO1 (configuration not stated)	-1
7	CCOc1ccc(N2C(=O)CC(NCCNc3ccc([N+](=O)[O-])cn3)C2=O)cc1 (configuration not stated)	-0.1
8	CC12CCC(O)CC1=CCC1C2CCC2(C)/C(=N/NC(N)=O)CCC12 (configuration not stated)	-0.04
9	O=S(=O)(CS(=O)(=O)c1cccc(Cl)c1)c1cccc(Cl)c1	-0.73
10	CCOC(=O)/C(C#N)=C/Nc1nc2ccc(F)cc2s1	-0.83
11	O=C(Oc1ccccc1)c1ccc(=O)oc1	1.7
12	O=c1/c(=C/c2ccc(F)cc2)sc2nc3ccccc3n12	1
13	Cc1cc2c(C(C)C)c(O)c(O)c(C=O)c2c(O)c1-c1c(C)cc2c(C(C)C)c(O)c(O)c(C=O)c2c1O	-0.38
14	CCOC(=O)CSc1ccc(C(=O)O)c2c(C(=O)O)cccc12	-1.1
15	COc1ccc(Sc2nc(C)c(-c3csc(C)n3)cc2C#N)cc1	-1.9
16	CC(=O)SC1CC2=CC(=O)CC[C@]2(C)C2CC[C@@]3(C)C(CC[C@@]34CCC(=O)O4)C12 (some centres not stated)	1.3
17	COc1ccc(C2CC(=O)c3cnc(N4CCN(Cc5ccc6c(c5)OCO6)CC4)nc3C2)cc1 (configuration not stated)	1
18	O=S(=O)(c1cc(Cl)sc1Cl)N1CCN(CCc2ccccc2)CC1	0.1
19	C=C(C)CSC1=C(C#N)C(c2ccc(OCC)cc2)C(C(=O)OC)C(=O)N1 (configuration not stated)	0.72
20	CCOC(CNc1ccc2nnc(-c3ccccc3)n2n1)OCC	-0.5
21	Cn1nccc1NC(=O)CCc1ccccc1	-2.7
22	Cc1nc(N(C)C)c(C#N)c(C)c1[N+](=O)[O-]	-0.48
23	c1ccc(CSC2=NNC(c3ccccn3)S2)cc1 (configuration not stated)	0.05
24	COc1cc(NC(=O)Cn2nc(C(F)(F)F)c3c2CCC3)c(OC)cc1Cl	-0.28
25	Cc1nc(NC2=NCCC(=O)N2)nc2ccccc12	1
26	O=S(=O)(Cc1ccc(Cl)cc1)N1CCCCCC1	-0.49
27	CS/C(=N/S(=O)(=O)c1ccc(-n2nc(C(F)(F)F)cc2-c2cccs2)cc1)N/N=C/c1ccccc1	-0.44
28	c1ccc(-c2nsc(N3CCCC3)n2)cc1	3*
29	N#C/C(=N\Nc1ccc(F)cc1)S(=O)(=O)c1cccs1	-0.04
30	O=[N+]([O-])c1cccnc1Sc1ssc(=S)c1-c1ccccc1	-0.86
31	COC1(C)CNc2ccccc2C(=O)N1 (configuration not stated)	0.55
32	O=C(NCC1CC1)Nc1csc(Cc2c(Cl)cccc2Cl)n1	-0.87
33	Cc1cc2c(F)ccc(C)c2nc1Sc1ccc(Cl)cc1	-0.18
34	CCO/N=C(/N)c1[nH]ncc1Br	1.4
35	COCCOc1nc2c(c(=O)n(C)c(=O)n2C)n1CCc1ccccc1	1.6
36	O=C(O)c1ccccc1N/C=C/[N+](=O)[O-]	0.28
37	O=C(CSc1n[nH]c(=O)n1Cc1ccco1)c1csc2ccccc12	-0.55
38	CCc1n(CC(O)COC2CCCCC2)c2ccccc2[n+]1C (configuration not stated)	-0.1
39	CCN(CC)c1ccc(NC(=O)c2cccs2)c(N(CC)CC)n1	0.65
40	Cc1ccc(C2Oc3ccccc3C3CC(c4ccncc4)=NN32)cc1 (configuration not stated)	-0.49
41	CSc1ccc(C(F)(F)F)cc1C(=O)/C=C/N(C)C	0.56
42	CCCCCN(CCCCC)C(=O)C(CCC(=O)O)NC(=O)c1ccc(Cl)c(Cl)c1 (configuration not stated)	0.03
43	CC1CN=C(N(CCc2ccccc2)C(=O)Nc2cccc(Cl)c2)S1 (configuration not stated)	-0.7
44	Cc1nc(SCC(=O)c2ccccc2)c(C#N)c(C)c1C	4.4*
45	CCOC(=O)CN(C(=O)CSc1n[nH]c(-c2ccncc2)n1)c1ccccc1	2.4
46	COc1ccccc1-c1coc2cc(OCCc3ccccc3)ccc2c1=O	2
47	Cc1ccccc1OCCN(C#N)c1nc(N(C)C)nc(N(C)C)n1	1.2
48	Cn1c(Cn2c3ccccc3c3ccccc32)nnc1SCC(=O)O	2.6
49	CC(C)CCOc1ccc(C2(C)NC(=O)NC2=O)cc1 (configuration not stated)	0.14
50	COc1cccc(-n2cc(-c3ccc(F)cc3)nc2SCC(=O)c2cccs2)c1	-1.7
51	COc1ccc(/C=C(\C#N)c2ccc([N+](=O)[O-])cc2)cc1[N+](=O)[O-]	3.5*
52	Cn1cc(C(=O)Nc2ccc(F)c(Cl)c2)c(N)n1	-0.27
53	Fc1ccc(CSc2nnnn2-c2ccc3c(c2)OCO3)cc1	0.3
54	C=CCSc1n[nH]c(=O)n1C1CCCCC1	-1.1
55	CC(C)(C)C(=O)NCC1COc2ccccc2O1 (configuration not stated)	19
56	CCCCN1C(=O)C2(/C(=C(/O)c3ccc4c(c3)CC(C)O4)C(=O)C(=O)N2CCOC)c2ccccc21 (configuration not stated)	4.9*

Going on with the list:
#	structure	Dicer inh
57	Cc1cc(=O)[nH]c(Nc2ccccc2)n1	0.84
58	O=S(=O)(c1ccc2oc(-c3ccncc3)nc2c1)c1ccc2oc(-c3ccncc3)nc2c1	0.14
59	O=C1c2oc3ccccc3c(=O)c2C(c2cccc(O)c2)N1Cc1ccccc1Cl (configuration not stated)	1
60	COc1ccc(C(=O)/C(C#N)=C/c2cc(C#Cc3ccccc3)cs2)cc1	-0.72
61	CCOC1O[C@H]([C@@H](COCc2ccccc2)OCc2ccccc2)[C@H](OCc2ccccc2)[C@H]1O (some centres not stated)	0.19
62	CCOC(=O)C1=C(C)NC2=C(C(=O)CCC2)C1c1cc2c(cc1Br)OCO2 (configuration not stated)	-0.74
63	Nc1ccc(S(=O)(=O)NCc2ccco2)cc1	1.1
64	COc1ccccc1N1C(=O)C2C(c3ccc(Cl)cc3)OC3(C(=O)c4ccccc4C3=O)C2C1=O (configuration not stated)	0.68
65	COc1ccc(C(=O)COc2cc3c(C(=O)OC(C)C)c(C)oc3cc2Br)cc1	0.17
66	O=c1ccn(C2CCCO2)c(=O)n1Cc1ccccc1F (configuration not stated)	0.96
67	CCOC(=O)C1=C(CC)NC2=C(C(=O)CCC2)C1c1ccc(Br)cc1 (configuration not stated)	-0.51
68	CCOc1cc(Br)c(C2C(C(=O)OC)=C(C)NC3=C2C(=O)c2ccccc23)cc1OCC (configuration not stated)	2.7
69	COc1ccc(-c2csc3nc(C)oc(=O)c23)cc1OC	2.1
70	Fc1ccc(Oc2cc(C(F)(F)F)nc3c(Br)cccc23)cc1	-0.19
71	O=C(O)CSCC(=O)Nc1ccc2c(c1)C(=O)OC2	-3.1
72	CCNCC1OCCc2ccccc21 (configuration not stated)	2.3
73	O=c1c2cc(-c3ccccc3)sc2nc2n1N=C(c1cccs1)CS2	-1.5
74	COc1ccc(C2Nc3c(C)cccc3-c3cc(C)nn32)c(OC)c1 (configuration not stated)	-0.71
75	O=C(NCCCn1ccnc1)c1ccc2c(c1)OCO2	-0.26
76	S=c1[nH]c(=S)c2c3c(sc2[nH]1)CN(Cc1ccccc1)CC3	1.8
77	CCCCc1ccc(NC(=O)NC2Cc3ccccc3C2)cc1	0.6
78	Cc1ccc(-c2csc3ncnc(NCCN4CCOCC4)c23)cc1	2.3
79	O=C1C(/C=N/c2[nH]ncc2-c2ccccc2)=C(O)c2ccccc21	0.4
80	CNc1nsc(C(=O)c2ccc(Cl)cc2)c1N	1.1
81	O=S(=O)(c1ccc(OC(F)(F)F)cc1)N1CCN(S(=O)(=O)c2cc(Cl)cc(Cl)c2)CC1	1
82	COc1ccc(-c2csc3nc(-c4ccc(F)cc4)oc(=O)c23)cc1	0.76
83	CN1c2ccsc2C(=O)/C(=N\Nc2ccccc2Cl)S1(=O)=O	0.02
84	CCCc1n(CC(O)COc2cccc(Cl)c2)c2ccccc2[n+]1C (configuration not stated)	-0.08
85	COCCCNC(=O)C12CC3CC(CC(C3)C1)C2	0.32
86	Cn1ncc2c(-n3ncc(C(=O)NNC(=O)c4ccco4)c3C(F)(F)F)ncnc21	-0.69
87	O=C(Cn1ccc(C(F)(F)F)n1)Nc1cccc(C(F)(F)F)c1	-0.02
88	O=C(CCN(Cc1ccco1)S(=O)(=O)c1ccc(Cl)cc1)NNS(=O)(=O)c1cccs1	0.18
89	O=C(Nc1nc2c(s1)CCCC2)c1c(-c2ccccc2)c(-c2ccccc2)n[nH]c1=O	-1
90	N=C(N)SCCN	0.92
91	COc1ccc(Cc2nc(C)cc(Cl)n2)cc1Br	-0.31
92	CCn1c2ccccc2c2cc(NC(=O)C(=O)NCC3CCCO3)ccc21 (configuration not stated)	1.8
93	CCOC(=O)c1c(O)c2ccccc2[nH]c1=O	0.85
94	C=CCOc1ccc(C2N3CC4(C(C)C)CN2CC(C(C)C)(C3)C4=O)cc1 (configuration not stated)	1.4
95	O=[N+]([O-])c1cnc(Sc2n[nH]c(-c3ccc(Cl)cc3)n2)s1	-2.6
96	Cc1onc(-c2ccccc2)c1CSc1n[nH]c(=O)n1Cc1ccco1	-1.5
97	CCCc1[nH]nc2c1C(c1cccc(O)c1)C(C#N)=C(N)O2 (configuration not stated)	-4.2
98	CCC(=O)NC(C)Cc1c[nH]c2ccccc12 (configuration not stated)	-0.55
99	CSC1=N/C(=C\c2ccc(Cl)cc2Cl)C(=O)N1Cc1ccccc1	-0.6
100	COc1cccc2c1c(NC(=O)c1snnc1C)nn2C	1.3
101	O=S(=O)(NCCN1CCCC1)c1cc2ccccc2s1	-0.13
102	CSc1nc2cc(C(C)(C)C)nn2c(N)c1S(=O)(=O)c1ccc(Cl)cc1	0.79
103	CSc1nc(/N=C/N(C)C)n2nc(-c3ccccc3)cc2n1	-0.7
104	c1cnc(Nc2nc(-c3cccnc3)cs2)nc1	-0.16
105	O=C(Oc1ccc(C2=NCCS2)cc1)c1ccc(Cl)cc1	-0.57
106	CCC(C)Sc1n[nH]c(=S)s1 (configuration not stated)	-1.2
107	CCOC(=O)C1CSC(CC(=O)Nc2ccc(OC(F)(F)F)cc2)C(=O)N1 (configuration not stated)	2.5
108	CCOC(=O)c1sc2nc[nH]c(=O)c2c1C	4.2*
109	O=S(=O)(Nc1ccc(Oc2ncnc3cc(Cl)ccc23)nc1)c1cccs1	-0.81
110	Clc1ccccc1CSc1nnc2sc3ccccc3n12	-1.7
111	CC(C)C[C@H](NC(=O)COc1ccc(Cl)cc1Cl)C(=O)O	2.7
112	N#Cc1ccc(CNC(=S)Nc2ccccc2Cl)cc1	1.5

The list continues:
#	structure	Dicer inh
113	Nc1sc(-c2ccccc2)cc1-c1n[nH]c(=S)n1C1CCCCC1	-0.51
114	O=C(Nc1nnc(C(F)(F)F)s1)c1ccccc1	-1.6
115	CS(=O)(=N/C=C(\C#N)C(=O)c1ccc(Cl)cc1)c1ccc(OC(=O)c2ccc(Cl)cc2)cc1 (configuration not stated)	-1.1
116	Cc1cc(C)c2c(=O)c(/C=C3/SC(=S)N(c4ccc(F)cc4)C3=O)coc2c1	5.5*
117	CC(C)(C)c1nc2scc(-c3ccccc3)c2c(=O)o1	1.6
118	COc1cc2c(cc1OC)CN(S(=O)(=O)c1ccc3c(c1)CCC(C)(C)O3)CC2	-0.69
119	OCCSc1nc2ccccc2n1CCOc1ccccc1	3.9*
120	Nc1c(S(=O)(=O)c2ccc(Cl)cc2)cnc2cc(-c3cccs3)nn12	-1.4

Reprinted from the part before: four compounds; new compounds follow.
#	structure	Dicer inh
117	CC(C)(C)c1nc2scc(-c3ccccc3)c2c(=O)o1	1.6
118	COc1cc2c(cc1OC)CN(S(=O)(=O)c1ccc3c(c1)CCC(C)(C)O3)CC2	-0.69
119	OCCSc1nc2ccccc2n1CCOc1ccccc1	3.9*
120	Nc1c(S(=O)(=O)c2ccc(Cl)cc2)cnc2cc(-c3cccs3)nn12	-1.4
121	N#CC(C#N)=NNc1ccc(F)c(C(F)(F)F)c1	4.1
122	O=C(O)/C=C/C(=O)c1ccc(C2CCCCC2)cc1	2.9
123	COc1ccccc1-c1nc2c3c4c(sc3ncn2n1)CCCC4	1.2
124	Cc1cccc(Cl)c1N=C(N)N=C(N)N	2
125	O=C(CC1Sc2ccccc2NC1=O)Nc1ccccc1Cl (configuration not stated)	2
126	N/C(=N\OC(=O)N1CCOCC1)c1c(Cl)cccc1Cl	-0.1
127	Oc1ccc(C2Nc3cccc4cccc(c34)N2)cc1	0.15
128	Cc1ccc(-c2nc3ccccc3[nH]2)cc1	0.21
129	O=C1Nc2cc(C(F)(F)F)ccc2Oc2ccsc21	0.74
130	COc1ccccc1-c1coc2cc(OC(=O)c3ccccc3Cl)ccc2c1=O	0.93
131	CSc1n[nH]c(=O)n1-c1ccc(OCc2ccccc2)cc1	-0.71
132	O=C(Nc1cc2ccccc2s1)N1CCN(Cc2c(F)cccc2Cl)CC1	-1.1
133	O=C(Cn1c(-c2cncs2)nc2ccccc21)NCc1cccs1	-1.7
134	CCn1nc2n(c1=O)-c1ccccc1OC2	-0.52
135	O=S(=O)(c1sc(Br)cc1Br)N1CCSCC1	1.8
136	COc1ccc(OC)c(S(=O)(=O)NC2CC2)c1	0.67
137	Clc1ccc(Nc2ccc(-c3ccccc3)nn2)cc1	-0.57
